# TRHR PAM: qHTS for Small Molecule Agonists and Allosteric Enhancers of Human TRH Receptor: Primary Screen for Enhancers; hit rate 0.66% among 360,000; TRHR cells, fluo-8 calcium fluorescence, EC20 TRH enhancement; Thyrotropin-releasing hormone receptor (Homo sapiens), P34981; enhancement, % at 2 µM; AID 493056, 2011; in the data active = enhancement above about 30%; note: 0% is about no effect
# Target sequence (P34981 whole entry, looked up): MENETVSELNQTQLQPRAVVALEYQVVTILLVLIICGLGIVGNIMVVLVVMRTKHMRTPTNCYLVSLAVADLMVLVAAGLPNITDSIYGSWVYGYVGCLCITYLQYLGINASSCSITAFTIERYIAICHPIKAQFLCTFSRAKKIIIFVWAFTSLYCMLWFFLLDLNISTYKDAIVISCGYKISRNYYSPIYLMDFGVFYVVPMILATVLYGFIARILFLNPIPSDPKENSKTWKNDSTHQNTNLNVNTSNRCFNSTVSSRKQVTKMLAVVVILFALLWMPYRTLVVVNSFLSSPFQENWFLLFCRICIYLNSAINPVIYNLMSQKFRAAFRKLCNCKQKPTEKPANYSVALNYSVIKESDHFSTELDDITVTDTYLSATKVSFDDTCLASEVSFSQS
#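 TRHR-expressing cells loaded with fluo-8 calcium dye were read kinetically (ex 480/em 530) during compound addition, then stimulated with an EC20 of TRH (10 nM final). Enhancement of the Gq-mediated intracellular calcium response was scored.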
# D1 ag: Allosteric Agonists of the Human D1 Dopamine Receptor: qHTS | D(1A) dopamine receptor (Homo sapiens), P21728 | HEK293 T-REx D1 cells, calcium flux, agonist mode | activation, % at 2 µM | hit rate 1% among 360,000 | AID 504660, 2011; note: 0% is about no effect
#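 Agonism was scored from calcium flux recorded over 180 s (1 read/s) after pintool compound addition, following a 10-cycle baseline. Cells were inducible force-coupled HEK293 TREx D1, plated overnight at 30 C and loaded with no-wash calcium dye.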
# D1 potentiator: Potentiators of Human D1 Dopamine Receptor: qHTS | D(1A) dopamine receptor (Homo sapiens), P21728 | HEK293 TREx D1 cells, calcium flux, dopamine EC20 potentiation | potentiation, % at 10 µM | hit rate 0.036% among 360,000; in the data active = potentiation above about 30%; note: 0% is about no effect
# D2 potentiator: HTS Assay for Positive Allosteric Modulators of the Human D2 Dopamine Receptor: Primary Screen for Potentiators; HEK293 T-REx D2, calcium flux, EC20 dopamine potentiation; potentiation, % at 10 µM; hit rate 0.34% among 340,000;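 active = potentiation over 3 SD above the plate norm, cut at about 30% in these data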; note: 0% is about no effect
# Target sequence (P14416 whole entry, looked up): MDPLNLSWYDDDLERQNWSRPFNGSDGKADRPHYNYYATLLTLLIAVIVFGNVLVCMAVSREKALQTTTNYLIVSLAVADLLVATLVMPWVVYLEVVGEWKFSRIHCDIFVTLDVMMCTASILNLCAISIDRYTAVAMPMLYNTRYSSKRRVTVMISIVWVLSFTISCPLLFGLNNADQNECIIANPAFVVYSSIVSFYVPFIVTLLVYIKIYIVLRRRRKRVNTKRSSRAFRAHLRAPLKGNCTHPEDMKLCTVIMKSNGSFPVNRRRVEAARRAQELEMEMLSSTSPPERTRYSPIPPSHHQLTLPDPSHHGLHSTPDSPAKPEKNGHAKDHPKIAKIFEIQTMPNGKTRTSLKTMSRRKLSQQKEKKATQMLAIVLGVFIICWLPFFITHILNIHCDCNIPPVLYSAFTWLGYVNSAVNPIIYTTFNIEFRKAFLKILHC
#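 Potentiation of an EC20 dopamine calcium response measured kinetically over 180 s, after a preceding 180 s compound-only read flagging agonists. Cells: inducible Hek293 Trex D2 line, 4000/well, cultured overnight at 30 C before dye loading.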
# TRHR ag: qHTS for Small Molecule Agonists and Allosteric Enhancers of Human TRH Receptor: Primary Screen for Agonists. Thyrotropin-releasing hormone receptor (Homo sapiens), P34981. TRHR cells, calcium flux fluo-8, FDSS agonist mode. activation, % at 2 µM. hit rate 0.18% among 360,000; note: 0% is about no effect
#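 Fluo-8-loaded TRHR cells; 10 s baseline, compound added, kinetic Ca2+ fluorescence read 1/s, agonist mode.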
# D1 antag: Antagonist of Human D 1 Dopamine Receptor: qHTS | hit rate 3.2% among 360,000 | AID 504652, 2011 | HEK293 TREx D1 cells, calcium flux, dopamine EC80; hits give low values | activity change, negative = inhibition, % at 10 µM | D(1A) dopamine receptor (Homo sapiens), P21728; in the data active = activity change below about -30%; note: % is set by controls: 0 for no effect and ±100 for the full control effect
#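 After overnight tetracycline induction at 30 C, force-coupled D1 HEK293 cells took up a no-wash calcium dye at room temperature. Compounds were added and monitored 180 s, and the response to EC80 dopamine was then recorded.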
# D2 ag: HTS Assay for Allosteric Agonists of the Human D2 Dopamine Receptor: Primary Screen for Agonists. D(2) dopamine receptor (Homo sapiens), P14416. HEK293 T-REx D2 cells, calcium flux agonist mode. activation, % at 2 µM. hit rate 0.53% among 340,000. AID 485358, 2010;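 active = activation over 3 SD above normal in the single-dose calcium agonist read, cut at about 30% in these data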; note: 0% is about no effect
#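 Agonism scored from kinetic calcium signal (1 read/sec, 180 s) following compound pin transfer, after a 10 s baseline. Cells: HEK293 Trex line expressing inducible D2 receptor coupled to calcium, dye-loaded after overnight culture at 30 C.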
# D2 antagonist: HTS Assay for Allosteric Antagonists of the Human D2 Dopamine Receptor: Primary Screen for Antagonists | D(2) dopamine receptor (Homo sapiens), P14416 | HEK293 TREx D2 cells, calcium flux, dopamine EC80 | inhibition, % at 10 µM | hit rate 2% among 340,000; in the data active = inhibition above about 30%; note: 0% is about no effect
#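 Read-out: kinetic calcium fluorescence (1 cycle/s) in inducible HEK293 T-REx D2 cells after an EC80 dopamine addition that followed 180 s compound preincubation. Loss of the dopamine response indicates antagonism.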
# RXFP1 antagonist: qHTS Assay for Antagonists of the Relaxin Receptor RXFP1 | AID 1259400, 2018 | HEK293-RXFP1, relaxin-stimulated cAMP HTRF, 30 min; hits give low values | Relaxin receptor 1 (Homo sapiens), Q9HBX9 | hit rate 0.59% among 350,000 | activity change, negative = inhibition, % at 57.5 µM;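 active = activity change of -60% or lower, but not beyond a set lower limit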; note: % is set by controls: 0 for no effect and ±100 for the full control effect
# An asterisk follows results filed as active; nt = not tested or not shown. Cut-off read from the data, not from the text of the source, unless noted: active = activation above about 30%; inactive = the rest.
SMILES,TRHR PAM,D1 ag,D1 potentiator,D2 potentiator,TRHR ag,D1 antag,D2 ag,D2 antagonist,RXFP1 antagonist
C=CCNC(=S)NNC(=O)c1cc(C)nc2ccccc12,9,3,-1,6,0.5,1,0.6,12,-15
O=C(O)c1ccc(Oc2cccc([N+](=O)[O-])c2)cc1C(=O)O,-3,2,7,10,1.6,6,0.2,-6,-7
C[C@@H]1CN(S(=O)(=O)c2c(F)cccc2F)CCN1S(=O)(=O)c1ccc2c(c1)OCCO2,-2,12,-4,nt,0.1,-24,nt,nt,nt
CC(C)C(=O)N1CCC(n2nccc2NC(=O)CCc2ccccc2)CC1,2,3,-6,0,-0.1,2,0.4,0,20
Cc1ccc(/C=C(\CCC(=O)O)c2nc3ccccc3s2)cc1[N+](=O)[O-],2,0,7,13,-0.4,-5,0.0,5,nt
CCOC(=O)c1ccc(Nc2ncccc2[N+](=O)[O-])cc1,-6,2,-2,-1,-1.1,-3,-1.0,28,-14
CCN(CC)S(=O)(=O)c1ccc(OC)c(NC(=S)Nc2cccc(C)c2)c1,1,-2,-3,1,-0.4,-21,0.1,7,nt
O=C(NCc1ccccn1)Nc1ccc(Cl)c(Cl)c1,0,1,0,-20,-0.3,-13,0.5,12,-1
O=C1CN(S(=O)(=O)c2ccccc2C(F)(F)F)CCN1,-1,2,5,4,-0.2,-3,-0.1,-23,-13
CCc1cc2ccc(C)c(C)c2nc1SCC(=O)Nc1cc(C)on1,2,0,3,nt,0.6,14,-2.5,1,14
COc1cc(NC(=O)CN2C(=O)CN(C)C(=O)c3ccccc32)cc(OC)c1OC,5,1,-2,21,-0.3,9,1.3,nt,3
CCCCCCC(=O)N1C/C=C\C(c2ccc(OC)cc2)N(Cc2ccc(F)cc2)C(=O)[C@H]1Cc1ccccc1 (stereo partly drawn),-8,13,-2,-4,2.3,-35*,-0.3,18,nt
COc1ccc(/C=N/NC(=O)c2cccc([N+](=O)[O-])c2)cc1OS(=O)(=O)c1ccc(C)cc1,-3,1,5,nt,0.0,9,nt,nt,-7
Cc1cc(C)c2nc(N3CCCC(C(=O)NCc4cccc(Br)c4)C3)sc2c1 (stereo not drawn),0,1,3,-1,-0.2,12,0.2,nt,-32
O=C(c1ccc(N2CCNCC2)cc1)c1cccnc1,1,0,-6,-3,-0.4,-1,-0.3,19,-11
Cc1ccc(NC(=O)C2CCN(S(C)(=O)=O)CC2)cc1Cl,24,1,-2,1,0.4,-9,1.7,-2,-5
COc1cccc(CN2CCN(C(=O)c3cccs3)CC2)c1OC,3,3,-3,-25,0.9,-11,90*,71*,-18
CC(C)c1ccc(C(=O)NNC(=O)c2n[nH]c(=O)c3ccccc23)cc1,-8,0,-2,-6,-0.6,6,-0.8,10,7
COc1cccc(Nc2sc(C(=O)c3ccc(F)cc3)c(N)c2C(=O)NCc2ccc(Cl)cc2)c1,3,18,0,7,0.5,4,2.0,nt,-17
COc1ccc(O[C@@H]2O[C@H](COC(C)=O)[C@@H](OC(C)=O)[C@H](OC(C)=O)[C@H]2NC(C)=O)cc1,1,4,-4,-1,0.1,-7,0.5,-12,-5
COc1ccc(C(C)=O)cc1CSc1nc(NCCc2ccccc2)c2ccccc2n1,1,6,-4,6,0.0,9,0.2,nt,-3
Cc1ccc(CC(=O)N2CCN(C(=O)c3ccco3)CC2)cc1,1,2,1,-5,0.8,-16,0.5,-20,3
CN(C)Cc1c(O)ccc2c(-c3ccccc3)cc(=O)oc12,0,9,0,10,-0.3,2,-0.3,2,-19
NS(=O)(=O)c1ccc(NC(=S)Nc2ccc(Br)c(Cl)c2)cc1,1,12,-10,0,-0.4,-20,0.4,1,6
CCCCNC(=O)/C(C#N)=c1\s/c(=C\c2ccccc2OC(F)F)c(=O)n1CCCOC,-6,7,1,-12,1.6,-23,0.6,-18,-7

# Ordered by the number under D2 antagonist (rising): 3 from the list above
smiles | TRHR PAM | D1 ag | D1 potentiator | D2 potentiator | TRHR ag | D1 antag | D2 antagonist | RXFP1 antagonist
CCCCNC(=O)/C(C#N)=c1\s/c(=C\c2ccccc2OC(F)F)c(=O)n1CCCOC | -6 | 7 | 1 | -12 | 1.6 | -23 | -18 | -7
O=C(O)c1ccc(Oc2cccc([N+](=O)[O-])c2)cc1C(=O)O | -3 | 2 | 7 | 10 | 1.6 | 6 | -6 | -7
Cc1ccc(NC(=O)C2CCN(S(C)(=O)=O)CC2)cc1Cl | 24 | 1 | -2 | 1 | 0.4 | -9 | -2 | -5

# (more compounds)
SMILES,TRHR PAM,D1 ag,D1 potentiator,D2 potentiator,TRHR ag,D1 antag,D2 ag,D2 antagonist,RXFP1 antagonist
Cc1csc(NC(=O)Cn2cnnn2)n1,12,2,-13,-8,0.2,1,1.1,4,-3
Cc1nn(-c2ccc(F)cc2)c(Cl)c1/C=N/NC(=O)c1ccc(O)cc1,12,4,1,7,-0.6,-8,6.8,0,-3
Cc1ccc(CNC(=O)C(=O)NCC(c2cccnc2)N2CCN(c3ccccc3F)CC2)cc1 (stereo not drawn),-2,12,-3,7,0.8,-1,-0.7,nt,-30
CCOc1ccc(NC(=O)Nc2ccc(Br)cn2)cc1,-9,1,2,5,6.8,-9,1.9,7,-8
C=CCSc1nc(NC)c2sccc2n1,-5,0,-2,13,-0.2,16,0.6,-3,1
Cc1nn(C)c(C)c1CN(C)C(=O)CCCC(=O)O,5,6,-3,0,0.9,0,-0.4,2,-3
Cc1sc2nc(SCC(=O)O)[nH]c(=O)c2c1C,2,6,10,-2,0.7,-9,1.3,-1,-5
O=C(c1cncc(Br)c1)N1CCN(S(=O)(=O)c2ccccc2C(F)(F)F)CC1,-11,0,-2,16,0.5,-9,0.5,40*,0
Cc1c(Cc2ccccc2)sc(NC(=O)C(C)(C)C)c1C(N)=O,10,1,-5,0,0.6,nt,6.6,8,-7
COC(=O)c1c(NC(=O)C2CC=CCC2C(=O)O)sc(C(N)=O)c1C (stereo not drawn),-3,1,-3,-5,1.1,-7,0.7,10,4
Nc1c(N(Cc2ccccc2)C(=O)COc2cccc(Cl)c2)c(=O)[nH]c(=O)n1Cc1ccccc1,-6,1,-2,0,0.2,0,0.5,-4,-3
Cc1ccc(S(=O)(=O)c2cc3ccccc3oc2=Nc2ccc3c(c2)OCO3)cc1,-6,1,-1,19,-0.1,-10,0.0,1,9
CC1(C)CCC/C(=C\c2ccccc2)C1=O,-3,0,-5,4,-0.4,-14,-1.2,2,nt
Cc1cc(NC(=O)c2ccccc2)n(C)n1,-5,0,-8,7,-0.3,-2,-0.3,-3,-1
CCc1ccc(NC(=O)CN(N=Nc2nonc2C)c2nonc2C)cc1,29,7,0,10,8.9,-10,3.8,3,-2
COCc1ccc(C(=O)NCC2(N3CCCCC3)CCCCC2)cc1,5,1,6,12,-0.9,-2,-2.3,-9,0
Cc1ccccc1OCC(=O)Nc1nnc(C2CCCCC2)s1,2,3,0,-1,-1.1,11,0.1,-1,3
COc1ccc(-n2nnc(-c3nsc(NC(=O)c4cccs4)n3)c2C)cc1OC,5,11,-5,3,0.1,-10,0.4,nt,-18
Cn1c(=O)[nH]c(=O)c2c1nc(N1CCOCC1)n2Cc1ccccc1,6,0,-2,5,-0.2,19,-2.4,nt,nt
Cc1ccc(S(=O)(=O)N2CN(CC3CCCO3)c3nc4ccccc4nc32)c(C)c1 (stereo not drawn),-1,2,4,-3,-0.1,9,0.3,4,-6
COc1ccccc1N1C(=O)c2cccc3cccc(c23)C1=O,0,0,-1,5,0.0,-4,-0.6,-4,-2
CCCCOc1ccc(-c2cn3ccccc3n2)cc1[N+](=O)[O-],-1,1,0,18,-0.8,5,-1.1,-8,2
CO/N=C(\N)c1nonc1N,-4,4,0,-8,0.0,0,-0.7,-8,-19
COc1cc(C(=O)Oc2cc(N)n(S(=O)(=O)c3ccccc3)n2)cc(OC)c1OC,-10,8,-4,6,0.3,2,nt,nt,6
CCOc1[nH]n(-c2ccccc2)c(=O)c1C=NCc1cccnc1,0,0,6,2,-0.7,-3,nt,nt,-4
CCO[C@H]1OC(C(=O)N2CCN(C)CC2)=C[C@@H](c2ccc(Br)cc2)[C@@H]1CCCO,-2,0,4,6,-0.3,-28,-0.3,-6,nt
CCOC(=O)c1cnc2ncnn2c1N,-3,2,-3,-6,0.3,-9,-0.2,12,-1
Nn1c(Cc2ccccc2)n[nH]c1=S,16,1,-2,-5,0.1,-12,-0.2,19,5
CCCCc1ccc(NC(=S)N2CCC(O)CC2)cc1,0,-2,-5,-7,-0.5,-26,0.1,-2,-27
O=C(C[n+]1ccc(/C=N/O)cc1)NC1CCCCC1,-6,-1,-7,10,0.8,-3,0.8,-12,10

# Molecules above containing an aryl thioether with sulfur outside any ring, in the order listed:
SMILES,TRHR PAM,D1 ag,D1 potentiator,D2 potentiator,TRHR ag,D1 antag,D2 ag,D2 antagonist,RXFP1 antagonist
CCc1cc2ccc(C)c(C)c2nc1SCC(=O)Nc1cc(C)on1,2,0,3,nt,0.6,14,-2.5,1,14
COc1ccc(C(C)=O)cc1CSc1nc(NCCc2ccccc2)c2ccccc2n1,1,6,-4,6,0.0,9,0.2,nt,-3
C=CCSc1nc(NC)c2sccc2n1,-5,0,-2,13,-0.2,16,0.6,-3,1
Cc1sc2nc(SCC(=O)O)[nH]c(=O)c2c1C,2,6,10,-2,0.7,-9,1.3,-1,-5

# Only D2 antagonist and TRHR PAM, for some of the entries so far:
canonical_smiles	D2 antagonist	TRHR PAM
COc1ccccc1N1C(=O)c2cccc3cccc(c23)C1=O	-4	0
CCCCOc1ccc(-c2cn3ccccc3n2)cc1[N+](=O)[O-]	-8	-1
CO/N=C(\N)c1nonc1N	-8	-4
COc1cc(C(=O)Oc2cc(N)n(S(=O)(=O)c3ccccc3)n2)cc(OC)c1OC	nt	-10
CCOc1[nH]n(-c2ccccc2)c(=O)c1C=NCc1cccnc1	nt	0
CCO[C@H]1OC(C(=O)N2CCN(C)CC2)=C[C@@H](c2ccc(Br)cc2)[C@@H]1CCCO	-6	-2
CCOC(=O)c1cnc2ncnn2c1N	12	-3

# From PubChem

# Outcome played no part in choosing rows, and some 7.1% of all compounds hit somewhere here.
